RGS4 inhibitor – Inhibitors of Regulator of G Protein Signaling (RGS) 4: qHTS. 390,000 compounds, 0.039% hits. Potency, µM (doses to about 114 µM), inactives show at the top dose activity change, negative = inhibition, most hits filed as inhibitors. AID 504845, 2011. Transcreener GDP fluorescence polarization, RGS4-accelerated GTP hydrolysis. Regulator of G-protein signaling 4 (Homo sapiens), P49798; further: potency means the concentration at half of the fitted maximal effect; on the % scale 0 is the no-effect control and ±100 the full control effect; nearly all actives have a fitted effect of over 75% in size; some results filed as inactive show a strong effect at the top dose
Target sequence (P49798 whole entry, looked up): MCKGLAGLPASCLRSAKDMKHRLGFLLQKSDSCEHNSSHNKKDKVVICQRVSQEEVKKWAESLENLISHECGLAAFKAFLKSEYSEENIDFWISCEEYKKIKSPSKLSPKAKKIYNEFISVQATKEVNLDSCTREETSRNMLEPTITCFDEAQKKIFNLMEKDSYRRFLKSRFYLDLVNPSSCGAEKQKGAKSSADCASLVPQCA
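MLSMR compounds (23 nl, pin-transferred) preincubated 10 min at room temperature with a 500nM (2x) first reagent, then RGS4 at 900nM (2x) plus Transcreener GDP mix added; fluorescence polarization (620/688 nm) read before and after 90 min at 30 °C.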
ALOX12 inh – Primary qHTS assay for inhibitors of human arachidonate 12S-lipoxygenase (ALOX12): Round 2; Polyunsaturated fatty acid lipoxygenase ALOX12 (Homo sapiens), P18054; purified 12hLO, xylenol orange hydroperoxide absorbance; Potency, µM (series often up to 108 µM), inactives show at the highest dose activity change, negative = inhibition, hits mostly inhibitors; 580,000 compounds, 1.1% hits; further: potency means the concentration at half of the fitted maximal effect; on the % scale 0 is the no-effect control and ±100 the full control effect
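Purified human 12hLO (150 nM final) in 25 mM Hepes, 0.01% Triton X-100, pH 7.0 was preincubated 15 min at room temperature with compound. Then 40 uM arachidonic acid was added, 30 min. Hydroperoxide was read by Fe-XO absorbance ratio 573/405 nm.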
LDHA inh – qHTS assay for inhibitors of human lactate dehydrogenase; AID 1347041, 2019; 480,000 compounds, 0.15% hits; purified LDHA, NADH/diaphorase-resazurin fluorescence; hits give low values; activity change, % (values are at about 110 or 230 µM); L-lactate dehydrogenase A chain (Homo sapiens), P00338; in the data active means activity change below about -30%; inconclusive means mostly about -25% to -30%;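 further: plate controls were DMSO wells for no effect and wells without enzyme for full effect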
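Human LDH5 (2 nM) was incubated with 0.06 mM NADH and 0.2 mM pyruvate for 5 min at room temperature in Tris pH 7.4. Remaining NADH was coupled through diaphorase/resazurin, and resorufin fluorescence was read at 0 and 20 min.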
ERG-DNA inh – qHTS for Small Molecule Inhibitors of the ERG Ets/DNA interaction | Transcriptional regulator ERG (Homo sapiens), P11308 | fluorescence polarization, His-ERG Ets domain / labelled DNA | Potency, µM (doses to about 76.9 µM), for inactives: at the highest dose FP activity, negative = inhibition, actives largely listed as inhibitors | 370,000 compounds, 0.028% hits | AID 624246, 2012; active means well fitted inhibition curve with a large enough effect in the polarisation, with a control signal flat; inconclusive means small, poorly fitted or top-dose-only effect, or effect the other way, or a change in a side signal; inactive means no such curve, though single readings can be large or run the other way; the % refers to the polarisation;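 further: polarization taken with two DNA probes labelled with fluorescein and Texas red; potency means the concentration at half of the fitted maximal effect; % of control where 0% means no effect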
Target sequence (P11308 whole entry, looked up, the tested form may be a part): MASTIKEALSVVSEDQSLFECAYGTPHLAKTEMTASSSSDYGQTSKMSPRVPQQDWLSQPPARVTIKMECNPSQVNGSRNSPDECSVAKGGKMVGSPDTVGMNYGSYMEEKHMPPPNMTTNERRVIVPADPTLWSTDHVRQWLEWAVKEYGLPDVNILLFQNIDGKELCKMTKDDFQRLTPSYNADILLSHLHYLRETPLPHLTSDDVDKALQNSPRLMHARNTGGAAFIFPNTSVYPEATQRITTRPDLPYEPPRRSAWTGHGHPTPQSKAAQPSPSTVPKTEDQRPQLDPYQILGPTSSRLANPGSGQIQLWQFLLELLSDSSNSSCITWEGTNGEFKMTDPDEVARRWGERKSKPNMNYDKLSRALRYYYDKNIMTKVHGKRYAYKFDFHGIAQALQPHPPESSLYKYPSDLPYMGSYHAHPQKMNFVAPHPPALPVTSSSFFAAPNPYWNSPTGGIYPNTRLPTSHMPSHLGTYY
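His-tagged ERG Ets domain (1 uM in the protein solution; 300mM KCl, 50mM Tris-HCl, 1mM EDTA, 1mM DTT, pH 7.5) received compound, then a probe mix of 5 nM fluorescein-DNA and 100nM Texas-615-DNA. Fluorescence polarization was read for both dyes.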
APE1 inh – qHTS Assay for Inhibitors of the Human Apurinic/apyrimidinic Endonuclease 1 (APE1); DNA repair nuclease/redox regulator APEX1 (Homo sapiens), P27695; recombinant APE1, TAMRA/BHQ-2 abasic DNA cleavage fluorescence; Potency, µM (titrated, usually from 65.8 µM), inactives show top-dose activity change, negative = inhibition, actives largely listed as inhibitors; 350,000 compounds, 0.35% hits;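 further: potency means the concentration at half of the fitted maximal effect; plate controls were vehicle for no effect and reference inhibitor for full effect; nearly all actives have a fitted effect of over 55% in size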
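Quantitative HTS: incision of a TAMRA/BHQ-2 double-stranded substrate bearing a tetrahydrofuran abasic site by 0.75 nM APE1 raises fluorescence. Substrate 50 nM final, added after 15 min compound preincubation at room temperature; progress as third-minus-first kinetic read difference.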
Pol eta inh – qHTS for Inhibitors of Polymerase Eta | recombinant Pol eta, fluorescent DNA replication assay | Potency, µM (highest dose often 114 µM), inactives show top-dose activity change, negative = inhibition, usual class: inhibitors | 390,000 compounds, 1.2% hits; further: potency means the concentration at half of the fitted maximal effect; on the % scale 0 is the no-effect control and ±100 the full control effect
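Pol eta (10 nM) was preincubated with compounds for 15 min at room temperature, after which fluorescent replication substrate (50 nM final) was added to start the reaction. Fluorescence was read kinetically at 0 and 10 min.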
POLK inh – qHTS for Inhibitors of Polymerase Kappa; Potency, µM (highest dose often 107 µM), for the others: at the top dose activity, negative = inhibition, most hits filed as inhibitors; 400,000 compounds, 0.53% hits; purified Pol kappa, fluorescent DNA synthesis assay, 10 min; DNA polymerase kappa (Homo sapiens), Q9UBT6; AID 588579, 2011; further: potency means the concentration at half of the fitted maximal effect; on the % scale 0 is the no-effect control and ±100 the full control effect
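Kinetic fluorescence readout at 0 and 10 min followed reaction start with substrate at 50 nM final. Beforehand, enzyme (10 nM Pol kappa) stood 15 min with compound at room temperature; buffer-only wells were negative controls.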
Anesthetic bind – qHTS Assay for Identification of Novel General Anesthetics | Ferritin light chain (Equus caballus), P02791 | apoferritin/1-aminoanthracene competitive binding, fluorescence | Potency, µM (titrated, usually from 77.5 µM), inactives show at the top dose activity change, negative = displacement, actives largely listed as inhibitors | 350,000 compounds, 0.074% hits; further: potency means the concentration at half of the fitted maximal effect; on the % scale 0 is the no-effect control and ±100 the full control effect; nearly all actives have a fitted effect of over 20% in size
Target sequence (P02791 2-175 limits assumed): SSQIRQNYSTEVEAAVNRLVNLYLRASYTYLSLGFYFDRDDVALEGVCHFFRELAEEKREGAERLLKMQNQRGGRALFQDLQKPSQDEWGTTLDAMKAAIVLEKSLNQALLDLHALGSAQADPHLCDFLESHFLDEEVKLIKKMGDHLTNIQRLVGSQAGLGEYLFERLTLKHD
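Steps: apoferritin (10 uM) was premixed with half-saturated 1-AMA in PBS, compounds were pin-transferred, plates stood 10 min at room temperature, fluorescence was read at 380/535 nm, and curves were fitted with a Hill equation.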
POLB inh – qHTS Assay for Inhibitors of DNA Polymerase Beta. AID 485314, 2010. Pol beta primer extension/strand displacement, fluorescence kinetic. 340,000 compounds, 1.3% hits. P06746. Potency, µM (top dose mostly 114 µM), without a hit: at the top dose activity change, negative = inhibition, most hits filed as inhibitors; further: potency means the concentration at half of the fitted maximal effect; on the % scale 0 is the no-effect control and ±100 the full control effect
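10 nM enzyme + cpd, 15 min RT; start with substrate 50 nM final; read 0 min and after 10 min RT. Corrected, normalized data; 4-parameter Hill curve fit.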
* hit, by the source's call; ? = inconclusive; nt = no result given; & = joins results of further samples; [ ] = remark or other dose. Unless noted, the call rests on the fitted dose curve; in most records, active means well fitted curve in the direction sought with a large enough effect; inconclusive means small, poorly fitted or top-dose-only effect, or another doubt; inactive means no such curve, though single readings can be large; an effect the other way counts as inactive or inconclusive. Not all compounds are listed (hit frequency here may not be typical).

No.	Structure	RGS4 inhibitor	ALOX12 inh	LDHA inh	ERG-DNA inh	APE1 inh	Pol eta inh	POLK inh	Anesthetic bind	POLB inh
1	Cc1cc(Cl)ccc1OCC(O)CNCCc1ccc(S(N)(=O)=O)cc1 (centres undefined)	18.0%	0.0%	-2.2	-6.1%	-14.9%	-4.9%	-12.7%	-1.1%	47.3%
2	COc1ccc(S(=O)(=O)N2CCC(NC(=O)N3CCOCC3)CC2)cc1	15.5%	-1.1%	-6.2	-8.2%	0.4%	-3.0%	6.6%	-2.6%	10.3%
3	CCOC(=O)C1NC(=O)CC1c1ccccc1 (centres undefined)	12.4%	12.7%	-3.0	6.3%	17.9%	-1.5%	-0.1%	-9.5%	40.6%
4	COc1ccc(CN2CCN(C3CCOCC3)CC2CCO)c(C)c1C (centres undefined)	-2.5%	7.0%	-2.2	-4.2%	9.5%	-10.4%	6.4%	-4.6%	30.8%
5	CN1CCN(CCCNC(=O)c2ccc(/C=C3\Sc4ccccc4N(Cc4ccc(F)cc4)C3=O)cc2)CC1	-9.4%	2.1%	0.0	5.7%	-7.3%	-18.0%	13.3%	-21.0%	-10.5%
6	O=C(Nc1nc(-c2ccc(S(=O)(=O)N3CCCCCC3)cc2)cs1)c1cccs1	-13.7%	-6.0%	-7.1	3.3%	-2.1%	-15.9%	-0.2%	-5.8%	0.0%
7	O=C(CSc1ccccc1)N1CCN(C(=O)c2ccco2)CC1	6.4%	1.1%	-0.2	-4.4%	-0.3%	-3.6%	9.7%	-6.5%	-22.3%
8	O=C(Nn1cnnc1)c1ccc(Cl)c([N+](=O)[O-])c1	8.0%	140.2%[activator]	-9.3	-9.4%	18.5%	5.3%	-8.5%	0.8%	20.5%
9	CCCCOC(=O)CCn1c(=S)oc2ccccc21	-4.2%	-2.4%	1.9	-1.9%	-0.7%	-17.5%	-1.8%	?	1.9%
10	O=C(CN1CCN(c2ccccn2)CC1)NC1CCCCC1	-27.5%	0.0%	-8.5	-9.6%	-2.0%	0.7%	-12.5%	-7.4%	25.2%
11	O=C(Nc1ccc(Cl)cc1N1CCOCC1)C1CCCO1 (centres undefined)	15.9%	0.0%	-7.5	-2.5%	-1.2%	-17.7%	-14.8%	-4.3%	-26.1%
12	COc1ccc(N2CC(C(=O)N[C@@H](CC(C)C)C(=O)NC3CCCCC3)CC2=O)cc1 (some centres undefined)	-1.1%	-1.1%	0.1	-4.3%	53.6%[activator]	-7.7%	-3.3%	1.1%	17.2%
13	O=C(C(Cl)Cl)N1CC2CCC(CC2)C1	0.3%	1.4%	-2.8	-2.7%	nt	-19.8%	3.5%	nt	nt
14	CN1CCN(C(=O)/C(=C/c2ccc(F)cc2)NC(=O)c2ccccc2)CC1	0.4%	10.6%	-7.1	-4.8%	3.7%	-1.5%	7.2%	0.3%	21.6%
15	CCCn1nc(NC(=O)C2CCCO2)c2cc3cccc(C)c3nc21 (centres undefined)	-5.9%	442.3%[activator]	1.9	?	-0.6%	-15.4%	-6.1%	58.4%[activator]	6.0%
16	COc1ccc(NC(=O)c2cc3c(C)nn(-c4ccccc4)c3s2)c(OC)c1	3.0%	-15.9%	3.2	-6.8%	nt	-12.9%	7.5%	-6.0%	20.6%
17	CCn1c(COc2ccc(C)cc2)nc2ccccc21	22.3%	1.2%	0.3	-14.0%	2.3%	-1.0%	-18.9%	?	-18.1%
18	CCCCCn1c(C(C)NC(=O)c2ccccc2)nc2ccccc21 (centres undefined)	28.3%	-10.6%	-14.9	-2.5%	nt	-0.6%	2.0%	-8.6%	21.8%
19	Cc1ccc(S(=O)(=O)c2nc(-c3ccccc3F)oc2N2CC(C)OC(C)C2)cc1 (centres undefined)	-40.2%	8.5%	-1.4	-8.1%	24.9%	-23.8%	-12.3%	-7.7%	-10.7%
20	O=C(Nc1ccccc1)NN1CC(=O)N(c2ccc(Cl)cc2)CC1=O	-22.8%	5.0%	-8.7	-4.1%	-1.0%	-18.6%	-7.2%	-2.1%	108.7%
21	COc1ccccc1N(CCC#N)C(=O)CSc1ccc2c(c1)OCCO2	-20.4%	-2.4%	-8.0	5.3%	14.4%	-20.7%	-7.9%	-13.4%	2.8%
22	Cc1ccc(CSCC(=O)N(C)CC(=O)Nc2ccc(C)cc2)cc1	-12.6%	0.7%	-0.5	10.9%	-5.3%	-8.2%	1.2%	nt	nt
23	O=C1[C@H]2[C@@H](c3ccc(Cl)cc3)N3C(=O)N(c4cccc(Cl)c4)C(=O)[C@@]3(Cc3ccc(Cl)cc3)[C@H]2C(=O)N1C1CCCCC1	-19.9%	2.2%	-1.6	-6.5%	-1.1%	-12.8%	4.0%	nt	nt
24	Cc1ccc(NC(=O)Cn2c(/C=C/c3ccccc3)nc3ccccc32)cc1C	-18.3%	0.0%	-1.0	3.7%	2.0%	-2.5%	-12.9%	-9.1%	-0.7%
25	COc1ccc(-c2nnc(SCc3nnc(-c4ccc(Cl)cc4)o3)n2-c2ccccc2)cc1	-9.4%	12.2%	-8.4	5.9%	12.9%	-13.8%	-5.0%	-14.7%	8.6%
26	COc1ccc(CCNc2ncnc3sc(C)cc23)cc1OC	-15.1%[56.9 µM]	?	-0.2	3.7%	0.3%	-14.1%	-4.4%	-2.5%	-0.5%
27	COc1ccc(C(=O)N2CCN(C)C(=O)[C@@H]2C)cc1OC1CCN(C(C)C)CC1	-28.1%	-2.8%	1.5	-6.8%	17.6%	-15.0%	-1.2%	-8.1%	-27.0%
28	CC(C)n1c(SCCCc2ccccc2)nc2c1c(=O)[nH]c(=O)n2C	?	?	-3.7&2.8	13.0%	-1.2%	-20.4%	-7.0%	0.1%	-1.9%
29	Cc1cccc(NC(=O)C(=O)NCCc2sc(-c3ccccc3)nc2C)c1C	-13.1%	-8.6%	-5.6	1.7%	nt	-8.8%	-3.6%[60.1 µM]	-3.1%	11.4%
30	Nc1nc(N)c(N=Nc2ccc(SCC(=O)O)cc2)c(=O)[nH]1	22.0%	-10.1%	2.6	3.6%	32.1%[activator]	-7.8%	-16.6%	41.1%[activator]	0.5%
31	COc1ncnc(NS(=O)(=O)c2ccc(N)cc2)c1OC	-4.2%	?	-6.3	-2.2%	-10.5%	-0.4%	-24.1%	-3.6%[29.3 µM]	nt
32	COc1ccc([N+](=O)[O-])cc1NC(=O)C(C)NNC(=O)c1cccc([N+](=O)[O-])c1 (centres undefined)	-23.6%	12.3%	-6.7	-6.2%[15.4 µM]	43.3%	-17.0%	-11.7%	nt	nt
33	CCn1c(C)cc2c(c1=O)C(c1ccccc1Br)C(C#N)=C(N)O2 (centres undefined)	5.7%	?	2.5	8.0%	0.7%	-12.9%	-9.3%	1.7%	13.9%
34	COc1ccc(C2C(C(=O)N3CCN(c4ccccc4F)CC3)c3ccccc3C(=O)N2C)cc1 (centres undefined)	-0.3%	0.0%	-8.5	-7.9%	-1.4%	-11.2%	-5.7%	-10.6%	-0.8%
35	CCN(Cc1ccncc1)C(=S)Nc1ccc(Cl)cc1	-14.1%	18.7%	-1.0	-1.6%	-5.4%	-13.6%	0.2%	-2.7%	34.8%
36	CCOC(=O)c1cc2c(N)c(C(=O)c3cc(C#N)c(SC)nc3C)sc2nc1C	11.6%	-4.5%	-2.0	nt	-5.7%	3.2%	-11.2%	-18.8%	33.1%[activator]
37	CC(=O)Nc1cccc(C(=O)N/N=C/c2ccccc2F)c1	15.7%[11.4 µM]	-0.1%	-6.8	-4.8%	4.8%	-0.1%	-7.1%	2.3%	13.7%
38	O=C(COC(=O)/C=C/c1ccco1)NCc1ccc(Cl)cc1	-29.4%	-1.4%	-0.4	-3.3%	-10.5%	-22.8%	-20.1%	nt	nt
39	Cc1nc2c(cnn2-c2ccccc2)c(=O)n1/N=C/c1ccccc1	12.9%	?	3.4	7.6%	-2.1%	-10.9%	-18.5%	-7.9%	-9.4%

3 entries already listed, ordered by the value under ERG-DNA inh, rising.
cpd	molecule	ERG-DNA inh
38	O=C(COC(=O)/C=C/c1ccco1)NCc1ccc(Cl)cc1	-3.3%
30	Nc1nc(N)c(N=Nc2ccc(SCC(=O)O)cc2)c(=O)[nH]1	3.6%
33	CCn1c(C)cc2c(c1=O)C(c1ccccc1Br)C(C#N)=C(N)O2 (centres undefined)	8.0%
